# DAX1 inh-1: DAX1 (NR0B1) inhibition, primary screen; AID 652010; 1.1% of 370,000 active; HEK293T StAR-luciferase reporter, SF-1/DAX-1 repression relief; inhibition, % at 6.8 µM;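 active means inhibition above the mean over all tested compounds plus 3 SD, cut at about 3.6% in these data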;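 further: 0% = DAX-1 cells with DMSO and 100% = cells lacking DAX-1 with DMSO; higher inhibition means more luminescence from relief of DAX-1 repression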
# DAX1 inh-2: inhibits human nuclear receptor DAX1. HEK293 Gal4-DAX1 luciferase reporter, luminescence. inhibition, % at 6.75 µM. 0.99% of 340,000 active. AID 504766;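 active means inhibition above the mean over all tested compounds plus 3 SD, cut at about 4.2% in these data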;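 further: 0% = DAX1-transfected cells with DMSO and 100% = empty-vector control cells with DMSO; inhibition shows as a rise in luminescence from relieved DAX1 repression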
# Target sequence (P51843 207-470 limits assumed): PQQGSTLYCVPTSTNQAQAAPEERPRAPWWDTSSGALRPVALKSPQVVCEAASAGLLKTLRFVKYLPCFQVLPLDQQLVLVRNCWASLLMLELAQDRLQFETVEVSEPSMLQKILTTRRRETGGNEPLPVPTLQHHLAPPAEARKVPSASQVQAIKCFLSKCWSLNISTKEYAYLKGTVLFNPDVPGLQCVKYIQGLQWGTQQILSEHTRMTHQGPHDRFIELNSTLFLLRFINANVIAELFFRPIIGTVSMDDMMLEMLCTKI
# hgDAF-12 ag: activates the H. glycines DAF-12 receptor ligand-binding domain | HEK293 GAL4-hgDAF12 UAS-luciferase reporter, agonist luminescence; normalized to butyrate control | activation, % at 6.8 µM | 1.8% of 370,000 active;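 active means activation above a cutoff set at the mean of all screened compounds plus 3 SD, cut at about 10% in these data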;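 further: 0% = DMSO wells and 100% = sodium butyrate wells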
# SMARCA2 act: increases SMARCA2 function in MMTV reporter cells | activation, % at 9.1 µM | 1% of 370,000 active | MG213 cells, MMTV-luciferase reporter, dexamethasone, overnight; in the data active means activation above about 7.8%;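 further: 0% = vehicle wells and 100% = reference activator wells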
# FXN GAA850 act: activators of GAA850 frataxin (FXN) promoter; HEK293 lucGAA850 FXN promoter luciferase reporter, 24 h; percent of 10 µM SAHA response; activation, % at 6 µM; 0.56% of 360,000 active; AID 540364;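 active means activation above the average of all compounds screened plus 3 SD, cutoff fixed separately per campaign, cut at about 7.5% in these data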;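 further: 0% = DMSO wells and 100% = 10 µM SAHA wells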
# GC-B act: GC-B (human) receptor activation; P20594; HEK293-GC-B cells, CNP EC30, cGMP TR-FRET; 0% at EC30 CNP, 100% saturating CNP; activation, % at 10 µM; 0.11% of 370,000 active; AID 1920062;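 active means activation at 10 µM reaching about 35% in either raw or pattern-adjusted values, limit read from the data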
# hcDAF-12 act: activates DAF-12 receptor from parasite H. contortus; HEK293 hcDAF-12 lit1-tk-luc reporter, luminescence; 0% DMSO, 100% Δ7-dafachronic acid; activation, % at 6.8 µM; 1.4% of 370,000 active; AID 652067;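 active means activation above the mean of all tested compounds plus 3 SD, cut at about 5.5% in these data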;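 further: 100% = response to 3 µM Δ7-dafachronic acid high control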
# proKLK7 act: activators of human kallikrein-7 zymogen | AID 652039 | activation, % at 7 µM | P49862 | 0.9% of 370,000 active | purified proKLK7, EDANS-DABCYL substrate fluorescence; 100% is mature enzyme control, 0% vehicle;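 active means activation above the mean of all tested compounds plus 3 SD, computed per campaign excluding outliers beyond control limits, cut at about 13% in these data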
# Target sequence (P49862 whole entry, looked up): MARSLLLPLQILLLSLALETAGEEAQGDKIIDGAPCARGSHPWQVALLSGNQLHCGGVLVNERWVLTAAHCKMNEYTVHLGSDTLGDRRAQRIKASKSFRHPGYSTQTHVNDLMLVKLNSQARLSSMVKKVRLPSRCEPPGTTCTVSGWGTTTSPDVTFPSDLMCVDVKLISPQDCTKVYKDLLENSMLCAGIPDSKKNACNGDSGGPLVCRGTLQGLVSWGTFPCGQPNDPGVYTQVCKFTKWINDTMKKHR
# ssDAF12 agonist: S. stercoralis DAF-12 activation, primary screen | 1% of 370,000 active | AID 652126 | activation, % at 6.8 µM | HEK293 ssDAF-12/GRIP1 lit1-tk-luc reporter, luminescence; % of 3 µM dafachronic acid response;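 active means activation above the mean over all tested compounds plus 3 SD, cut at about 0.9% in these data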;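 further: 0% = DMSO-only wells and 100% = 3 µM delta7-dafachronic acid wells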
# HGIII-sPLA2 inh: Blocks human group III sPLA2 activity. inhibition, % at 12.2 µM. QFRET BODIPY PC-A2 liposome hydrolysis, fluorescence. 0.56% of 370,000 active;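 active means inhibition above mean plus 3 SD of compounds lying within the high and low control bounds, cut at about 19% in these data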;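 further: 0% = median of test compound wells and 100% = no enzyme DMSO wells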
# Target sequence (Q9NZ20 whole entry, looked up): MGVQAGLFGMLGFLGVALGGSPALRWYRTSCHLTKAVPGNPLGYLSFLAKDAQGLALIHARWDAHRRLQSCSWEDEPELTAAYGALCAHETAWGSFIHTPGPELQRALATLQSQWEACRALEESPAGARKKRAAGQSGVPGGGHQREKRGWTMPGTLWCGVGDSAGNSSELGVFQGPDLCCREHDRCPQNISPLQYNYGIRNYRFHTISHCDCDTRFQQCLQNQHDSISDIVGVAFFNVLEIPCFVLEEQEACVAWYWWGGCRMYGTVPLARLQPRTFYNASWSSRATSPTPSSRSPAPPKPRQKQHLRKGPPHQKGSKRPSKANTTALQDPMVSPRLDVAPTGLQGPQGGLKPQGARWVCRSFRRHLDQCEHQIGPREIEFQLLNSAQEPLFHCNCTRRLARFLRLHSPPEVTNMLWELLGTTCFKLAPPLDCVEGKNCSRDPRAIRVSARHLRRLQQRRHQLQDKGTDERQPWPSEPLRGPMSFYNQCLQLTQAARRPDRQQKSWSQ
# GC-A act: GC-A (human) enzyme activation; HEK293 GC-A cells, cGMP TR-FRET, EC30 ANP; 0% at EC30 ANP, 100% saturating ANP; activation, % at 10 µM; 0.14% of 370,000 active; AID 1671463; in the data active means activation above about 40%
# Starred values were filed as active, the others as inactive; . = no result given.
SMILES,DAX1 inh-1,DAX1 inh-2,hgDAF-12 ag,SMARCA2 act,FXN GAA850 act,GC-B act,hcDAF-12 act,proKLK7 act,ssDAF12 agonist,HGIII-sPLA2 inh,GC-A act
CCOC(=O)c1ccc(-n2c(C)nc3ccccc3c2=O)cc1,-0.6,-0.2,1.0,0,-0.9,-5,0.2,-1.6,-1.8,-1,-6
O=C(COC(=O)CNC(=O)c1ccccc1Cl)Nc1ncc(C(F)(F)F)cc1Cl,-0.3,-1.0,-1.5,0,1.1,3,0.5,0.1,-0.7,-7,-2
C[C@H]1COC(=O)[C@H](CC(=O)OC(C)(C)C)C/C=C\C[C@@H](CC(=O)NCCO)C(=O)N1,0.0,2.4,0.2,-2,0.6,3,-1.2,0.0,-1.5,4,5
CC(=O)NC1C(Oc2ccccc2C)OC2COC(c3ccco3)OC2C1O (stereo not given),0.2,0.8,-2.6,0,-1.2,4,-1.3,-0.7,-1.6,5,6
O=C(N1CCOCC1)N1CC[C@H]2[C@H](CCCN2Cc2cc(F)cc(F)c2)C1,0.4,.,1.8,2,.,-1,-0.9,-0.1,-1.5,8,0
N/C(=N\OC(=O)c1ccc(=O)n(Cc2ccc(Cl)cc2)c1)c1ccccn1,-0.5,2.0,-0.9,-2,-0.2,0,-1.4,0.5,-1.0,-1,-1
C[C@H]1CN([C@@H](C)CO)C(=O)CCCn2nncc2CO[C@@H]1CN(C)Cc1ccc(C(=O)O)cc1,-0.1,0.0,-3.1,0,-1.1,3,-0.8,0.0,-0.9,6,1
CCN(CC)C(=O)CSc1ncccc1-c1nc2ccccc2[nH]1,-1.6,-0.7,0.3,0,-1.1,.,-1.0,0.5,-1.0,5,.
Nc1c(Cl)cc2c(c1Oc1ccccc1)C(=O)c1ccccc1C2=O,-0.4,-0.5,1.7,5,7.5,1,-1.3,0.6,-1.4,2,15
Cc1ccc(N2CC(NC(=O)N3CCN(C(=O)c4ccco4)CC3)CC2=O)cc1 (stereo not given),-0.2,0.6,-1.1,-1,0.0,-2,-0.9,0.3,-1.3,8,3
NC(=O)C1CCN(CC(=O)Nc2ccccn2)CC1,-0.3,-1.1,-3.0,-3,-0.9,7,-0.5,-0.7,-0.3,1,3
O=c1[nH]c(CN2CCN(S(=O)(=O)c3ccc4ccccc4c3)CC2)nc2ccccc12,-0.6,-0.9,1.1,-2,-1.0,-13,-1.7,-0.6,-1.5,6,-9
O=C1C2C3CCCC3=C3CCCC3C2C(=O)N1c1ccc(F)cc1 (stereo not given),0.0,0.8,0.3,-1,3.4,-7,3.5,0.5,-0.1,-1,-7
CC1CCN(C(=O)CSc2nc3ccccc3c(=O)[nH]2)CC1,0.7,1.7,-0.5,-1,2.0,-1,-0.6,0.1,-1.0,2,-2
Cc1ccc(NC(=O)[C@@H]2CC(=O)O[C@@H]2c2ccccc2)c(C)c1,-0.5,.,-1.3,-5,.,7,0.7,-0.4,-1.7,9,4
Cc1cccc(NC(=O)C(C)OC(=O)CNC(=O)C2CCCCC2)c1 (stereo not given),0.0,0.2,0.2,-3,-0.1,3,0.4,0.2,-0.3,3,3
O=C1CN(C(=O)CSc2nc3c(cnn3-c3ccccc3)c(=O)[nH]2)c2ccccc2N1,0.1,0.1,0.8,-4,-1.8,-2,1.0,0.2,-1.6,-14,5
O=C(Nc1nnc(-c2ccccc2)o1)c1nc2ccccc2s1,0.1,0.5,3.8,1,0.8,-1,2.0,0.3,-0.2,6,0
CN(CC(=O)Nc1ccc(F)c(F)c1F)C(=O)Cn1cnc2c1c(=O)n(C)c(=O)n2C,0.5,-0.4,4.6,-2,0.4,7,-1.2,-0.3,-0.5,7,1
O=C(NCc1ccc2c(c1)OCO2)c1ccc(Br)o1,0.0,0.5,2.5,-2,4.7,11,1.2,0.5,-0.1,11,6
CCOC(=O)c1c(C)nc2c3ccccc3ccn12,3.7*,1.5,19*,7,8.1*,8,9.7*,-0.9,2.7*,3,6
COc1cc(CCC(=O)OCC(=O)Nc2ccc3c(c2)OCO3)cc(OC)c1OC,-0.3,-0.5,-1.9,0,2.7,0,-0.6,0.4,-0.5,-1,0
O=S(=O)(c1ccccc1)c1nc(-c2ccccc2)oc1N1CCCC1,0.8,0.9,-1.9,-3,0.0,-5,-0.7,0.5,-1.8,0,2
O=C(O)C12CC3CC(C1)CC(n1ncc(N4CCN(c5ccccc5)CC4)c(Cl)c1=O)(C3)C2,-0.5,0.9,-1.2,-2,2.6,1,-1.6,0.2,-1.9,0,-2
CC(=O)Nc1ccc(S(=O)(=O)N2CCN(CCc3ccccc3)CC2)cc1,-0.2,-0.8,-2.2,-3,0.8,2,-2.9,-0.6,-0.5,-6,-4
COc1ccc(C2=CC(=O)OC3(CCCCC3)O2)cc1,-2.0,-0.7,-0.5,1,-2.2,6,-1.7,0.0,-1.2,-11,-4
O=C(COC(=O)C1CCN(S(=O)(=O)c2cccs2)CC1)Nc1ccccc1,1.2,0.6,-0.1,-5,0.1,1,-1.1,-0.3,-0.6,-10,-1
C=CCN1C2CCCC1CC(NC(=O)Nc1cccc(C(C)=O)c1)C2 (stereo not given),0.0,0.1,-0.7,3,-1.6,3,-1.0,0.5,-1.6,4,1
O=C(/C=C/c1cccc(Cl)c1)NCc1ccncc1,-0.8,-0.1,-1.4,-4,2.9,-1,-2.8,0.5,-0.5,2,3
O=C1CSc2ccc(S(=O)(=O)NCc3ccc(F)cc3)cc2N1,0.0,-0.5,0.2,0,-0.8,0,-1.2,-0.1,-0.7,-10,-3
COc1ccc(C(CNC(=O)c2cccc(N(C)C)c2)N2CCCC2)cc1 (stereo not given),1.2,0.0,2.7,-2,-0.8,-17,0.2,0.7,-0.6,3,-14
CCN(CC)CC(=O)Nc1cc(N(C)C)nc2ccccc12,0.3,1.6,2.6,-5,2.2,2,0.4,-5.2,-1.1,20*,12
Cc1cc(C)nc(SCCC(=O)Nc2cccc3ccccc23)n1,0.0,1.4,0.2,-1,0.9,-12,-2.0,0.3,-1.5,-2,-13
C=CCC1c2cccc(C(=O)O)c2C(=O)N1c1cccc(OC)c1 (stereo not given),-0.2,1.3,-1.5,4,-1.0,-4,0.6,-0.1,-1.8,1,-1
COc1ccc(N2CCN(C(C)C(=O)N3CCc4ccccc43)CC2)cc1 (stereo not given),-0.4,-1.6,-0.2,-2,1.6,1,2.3,-0.4,0.3,3,-3
Cc1cc(C)c(NC(=O)NC2CCCCC2)c(C)c1,0.6,0.7,-1.3,-1,-1.2,-2,1.6,-0.2,-0.9,-3,-5
CC(=O)N1CCN(CC(=O)NC(=O)Nc2ccc3c(c2)OCCO3)CC1,0.1,-0.9,2.0,3,1.3,1,-0.3,-0.3,-0.8,-6,4
CC1CCCCC12NC(=O)N(CC(=O)NC1CCCc3ccccc31)C2=O (stereo not given),-0.1,0.3,1.7,-2,-0.2,1,-0.1,-0.5,-1.2,9,1
Cc1nc2ccccn2c1C(=O)N=Nc1c(O)[nH]c2ccccc12,0.2,-0.4,-0.3,2,3.8,5,-0.3,0.1,-0.6,0,-2
Cc1ccc(S(=O)(=O)N2[C@@H](c3ccccc3)C(C(=O)O)=CC[C@H]2c2ccc(Cl)c(Cl)c2)cc1,-0.1,-0.2,-1.1,-1,0.2,4,-0.6,-0.1,-1.2,-47,-1
COc1ccc(CNC(=O)c2ccc(S(=O)(=O)N3CC(C)CC(C)C3)cc2)cc1OC (stereo not given),-0.7,-0.8,0.8,0,-2.6,2,-1.9,0.1,-0.7,-1,-2
COc1ccc(CNC(=O)C(NS(=O)(=O)c2cccc3nsnc23)C(C)C)cc1 (stereo not given),-1.2,0.2,0.8,0,0.1,3,0.5,0.2,-0.6,8,4
O=[N+]([O-])c1ccc2c(c1)C(=NO)c1cc(F)ccc1-2,0.1,0.2,0.8,2,-0.5,5,-2.5,-0.4,-0.7,-56,12
O=C(NCCN1CCN(C(=O)c2cccs2)CC1)C(=O)Nc1ccc(Br)cc1,-1.4,-0.8,-3.0,-2,-2.5,-3,-1.1,-0.4,-1.9,-4,-1
CC[C@]12c3[nH]c4cc(-c5ccco5)ccc4c3CCN1C(=O)[C@@H](CC(=O)NCCN1CCOCC1)C[C@@H]2C(=O)N1CCN(C(=O)C2CC2)CC1,0.5,0.3,1.1,0,0.7,0,2.5,110*,-0.7,-9,0
Cc1ncc([N+](=O)[O-])n1CC(=O)Nc1cc(Cl)ccc1Cl,0.1,0.1,-1.8,-1,-1.3,-4,-1.4,-0.1,-0.3,6,-3
COc1cccc([C@@H]2CC=C(C(=O)O)[C@H](c3ccc(C)cc3)N2S(=O)(=O)c2ccc(C)cc2)c1,-0.5,-0.5,-1.8,-3,-1.0,0,-1.7,-0.4,-1.4,-1,-3
Cc1ccc(C(=O)NCC(=O)OCCCn2c(=O)[nH]c3ccccc32)cc1C,-0.4,1.1,-0.8,-1,-0.2,-3,-1.2,-0.2,-0.5,3,2
COc1ccc(OCCCC(=O)NCCc2nc3ccccc3[nH]2)cc1,-0.2,-0.8,-1.3,-3,1.6,-3,-0.5,0.8,-0.8,4,-4
O=C(NC(NCc1ccccn1)(C(F)(F)F)C(F)(F)F)c1ccco1,0.1,-0.5,0.2,-2,-0.2,3,-0.2,0.5,-1.3,7,1
Cc1cc(N/C(=C\C(=O)c2ccccc2)c2ccccc2)ccc1Br,1.0,.,1.9,-1,.,-1,0.6,0.7,-0.2,3,-1
COc1cc(C(=O)NCCNc2nc3c(C)cccc3cc2C#N)cc(OC)c1OC,-0.4,2.4,-0.1,-1,-1.9,-11,1.3,2.4,-0.7,5,-25

# Shown with two lines to a compound: entries from further up
# Each structure is followed by: DAX1 inh-1	DAX1 inh-2	hgDAF-12 ag	SMARCA2 act	FXN GAA850 act	GC-B act	hcDAF-12 act	proKLK7 act	ssDAF12 agonist	HGIII-sPLA2 inh	GC-A act
Cc1ncc([N+](=O)[O-])n1CC(=O)Nc1cc(Cl)ccc1Cl
    0.1	0.1	-1.8	-1	-1.3	-4	-1.4	-0.1	-0.3	6	-3
COc1cccc([C@@H]2CC=C(C(=O)O)[C@H](c3ccc(C)cc3)N2S(=O)(=O)c2ccc(C)cc2)c1
    -0.5	-0.5	-1.8	-3	-1.0	0	-1.7	-0.4	-1.4	-1	-3
Cc1ccc(C(=O)NCC(=O)OCCCn2c(=O)[nH]c3ccccc32)cc1C
    -0.4	1.1	-0.8	-1	-0.2	-3	-1.2	-0.2	-0.5	3	2
COc1ccc(OCCCC(=O)NCCc2nc3ccccc3[nH]2)cc1
    -0.2	-0.8	-1.3	-3	1.6	-3	-0.5	0.8	-0.8	4	-4
O=C(NC(NCc1ccccn1)(C(F)(F)F)C(F)(F)F)c1ccco1
    0.1	-0.5	0.2	-2	-0.2	3	-0.2	0.5	-1.3	7	1
Cc1cc(N/C(=C\C(=O)c2ccccc2)c2ccccc2)ccc1Br
    1.0	.	1.9	-1	.	-1	0.6	0.7	-0.2	3	-1
COc1cc(C(=O)NCCNc2nc3c(C)cccc3cc2C#N)cc(OC)c1OC
    -0.4	2.4	-0.1	-1	-1.9	-11	1.3	2.4	-0.7	5	-25
